Screening results from PubChem BioAssay.
Apaf-1 inh: inhibitors of human Apaf-1 apoptosome. O14727. inhibition, % at 20 µM. actives 0.71% (n = 330,000). reconstituted apoptosome caspase-3 activity, DEVD-Rh110 fluorescence; active = inhibition of at least 40% at 20 µM;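 also: plate controls were DMSO wells for no effect and DEVD-CHO caspase inhibitor wells for full effect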
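System: Apoptosome proteins | Medium: Hepes pH 7.5 with detergent and BSA | Also added: Cytochrome c trigger plus (Z-DEVD)2-Rh110 caspase-3 substrate | Incubation: 30 min compound preincubation, 50 min activation, room temperature | Detection: Rhodamine 110 fluorescence at Ex 480/Em 540 nm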
697 NFkB inh: inhibitors of the PMA/ionomycin-induced NF-kB reporter in 697 B cells; 697 B-cell NF-kB luciferase reporter, 16 h; inhibition, % at 4 µM; actives 0.33% (n = 330,000); AID 435022; in the data active = inhibition above about 35%
SENP7 block: blocks the human protease SENP7; Q9BQF6; AID 434973; recombinant SENP7, Z-RLRGG-aminoluciferin luminescence, 40 min; inhibition, % at 5 µM; actives 1.5% (n = 330,000);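 active = inhibition above about 50% at the single test dose, limit read from the data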;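 also: plate controls were DMSO with enzyme for no effect and no enzyme buffer wells for full effect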
Target sequence (Q9BQF6 706-1050 limits assumed): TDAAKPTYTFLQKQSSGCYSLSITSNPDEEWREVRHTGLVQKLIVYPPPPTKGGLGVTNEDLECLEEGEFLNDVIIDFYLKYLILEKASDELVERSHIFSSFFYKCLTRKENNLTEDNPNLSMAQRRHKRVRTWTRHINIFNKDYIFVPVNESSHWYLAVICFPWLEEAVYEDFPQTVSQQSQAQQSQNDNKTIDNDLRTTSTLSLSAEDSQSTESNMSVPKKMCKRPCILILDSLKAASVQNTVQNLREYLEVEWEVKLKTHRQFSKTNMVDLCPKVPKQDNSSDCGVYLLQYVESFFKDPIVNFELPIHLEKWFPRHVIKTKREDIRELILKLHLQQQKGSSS
SENP8 block: blocks the human protease SENP8; Q96LD8; purified SENP8, Z-RLRGG-aminoluciferin cleavage, luminescence; inhibition, % at 10 µM; actives 1.2% (n = 330,000)
Target sequence (Q96LD8 whole entry, looked up): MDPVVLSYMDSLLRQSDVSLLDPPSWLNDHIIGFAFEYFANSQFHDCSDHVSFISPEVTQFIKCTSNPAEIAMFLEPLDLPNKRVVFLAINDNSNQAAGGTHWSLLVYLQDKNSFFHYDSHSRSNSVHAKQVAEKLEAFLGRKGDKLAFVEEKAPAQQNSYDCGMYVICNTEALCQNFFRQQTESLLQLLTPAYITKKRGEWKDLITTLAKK
HKDC1 inh: inhibitors of human hexokinase HKDC1 | actives 0.16% (n = 340,000) | recombinant HKDC1, G6PDH/diaphorase resazurin coupled fluorescence | Q2TB90 | inhibition, % at 20 µM;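 active = inhibition above about 35% when tested at 20 µM, limit read from the data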;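 also: plate controls were DMSO wells with enzyme for no effect and DMSO wells lacking enzyme for full effect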
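test system = in-house recombinant HK5 (HKDC1) enzyme | amount = HKDC1 at 5 µg/mL | control set = DMSO-enzyme wells negative, buffer-substituted wells positive | compound = one dose of 20 µM, 1% DMSO | schedule = reaction time 90 min, room temperature, protected from light | technique = resorufin fluorescence at 613 nm | reagent = glucose with 1 mM ATP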
Jurkat NFkB inh: lowers PMA/ionomycin-induced NF-kB signal in Jurkat cells. actives 0.53% (n = 330,000). PMA/ionomycin-induced NF-kB luciferase reporter, luminescence. inhibition, % at 4 µM
UBC13 polyUb: blocks human UBC13 polyubiquitin chain formation; inhibition, % at 20 µM; TR-FRET; AID 485273; actives 0.47% (n = 330,000); in the data active = inhibition above about 45%, passing the limit was not always enough
Target sequence (P61088 whole entry, looked up): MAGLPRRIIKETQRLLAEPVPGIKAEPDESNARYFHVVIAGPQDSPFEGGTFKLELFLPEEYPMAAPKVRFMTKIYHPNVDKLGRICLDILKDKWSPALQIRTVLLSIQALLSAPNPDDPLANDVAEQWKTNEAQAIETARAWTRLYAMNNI
Gli-Sufu antag: antagonists of Gli-Sufu signaling. inhibition, % at 5 µM. Sufu-KO-LIGHT fibroblasts, Gli luciferase reporter luminescence. actives 0.74% (n = 340,000). AID 588413;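 active = inhibition above about 55%, limit read from the data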;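 also: 0% = DMSO-treated cells and 100% = wells with medium but no cells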
* hit, by the source's call. Rule as the data show it, unless noted: active = inhibition above about 50%; inactive = the rest.

Screens by letter – A = Apaf-1 inh; B = 697 NFkB inh; C = SENP7 block; D = SENP8 block; E = HKDC1 inh; F = Jurkat NFkB inh; G = UBC13 polyUb; H = Gli-Sufu antag
> CCc1cc2c(=O)c(-c3nc4ccccc4n3C)c(COCC(=O)O)oc2cc1OC(=O)C(C)(C)C
  A = 12.9; B = 5.7; C = 9.5; D = 2.9; E = -2.6; F = -3.9; G = -2.0; H = 3.9

> Cc1ccc(S(=O)(=O)NCCCn2ccnc2)cc1C(=O)NC(C)C
  A = -14.8; B = -19.3; C = -7.3; D = -0.3; E = -5.5; F = -12.2; G = -3.8; H = 4.9

> COc1ccccc1NC(=O)Cn1c(C)cc(=O)c2cccc(OC)c21
  A = 0.4; B = -63.0; C = -9.3; D = -8.8; E = -10.7; F = 23.7; G = 38.8; H = 42.7

> CCOCCN(C(=O)c1ccccc1Cl)c1cccc(C)c1C
  A = 4.7; B = 13.8; C = 5.8; D = 7.9; E = -4.8; F = -10.5; G = 3.3; H = -25.6

> Cc1cc(/C=N/NC(=O)C(=O)NCc2ccccn2)c(C)n1-c1ccccc1
  A = 5.8; B = -4.1; C = 4.3; D = -0.7; E = -10.8; F = -0.8; G = -13.1; H = -20.3

> Cc1ccc(CNC(=O)Cn2nnc(C(=O)Nc3cccc(C)c3C)c2N)cc1
  A = -19.1; B = 2.7; C = 1.0; D = 3.8; E = -2.7; F = 0.9; G = 1.9; H = -8.7

> CCc1ccc(CNC(=O)CCCn2c(=O)c3cccn3c3cccnc32)cc1
  A = 13.0; B = -3.5; C = 10.8; D = 12.5; E = 6.3; F = -6.4; G = 0.4; H = 6.7

> Cc1cccc(C)c1NC(=O)c1cnn(-c2ccccc2)c1C
  A = 0.9; B = -13.5; C = -11.7; D = -2.7; E = -3.6; F = -1.8; G = -8.6; H = -13.0

> COc1cccc(CNc2ccc(F)c([N+](=O)[O-])c2)c1O
  A = 8.0; B = -1.2; C = -7.2; D = -10.7; E = 7.7; F = -23.5; G = -0.9; H = 14.2

> CCN(CC)c1nc2nonc2nc1N(CC)CC
  A = -3.8; B = 3.5; C = 8.3; D = 6.5; E = -4.3; F = -4.3; G = 0.8; H = -20.4

> Cc1cccc(OCC(O)CN2C(C)(C)CC(O)CC2(C)C)c1 (configuration not stated)
  A = -9.1; B = 16.4; C = -3.0; D = -6.7; E = -0.8; F = 3.6; G = 8.1; H = -0.6

> COc1ccc(CCNC(=O)COC(=O)c2ccc(F)c(S(=O)(=O)N3CCOCC3)c2)cc1
  A = -8.6; B = -10.3; C = -2.8; D = 11.8; E = -3.3; F = -0.6; G = -1.3; H = -0.8

> CCCNC(=O)CN1C(=O)NC(c2ccccc2)(c2ccccc2)C1=O
  A = -0.5; B = -2.9; C = -8.7; D = -7.3; E = 0.6; F = -3.1; G = -4.6; H = 48.7

> CCOC(=O)Cc1nnn(CC(=O)OCC)n1
  A = 2.6; B = 3.4; C = -0.5; D = 8.3; E = -8.7; F = 9.1; G = -2.1; H = 27.1

> CNC(=O)c1c(NC(=O)CS(=O)(=O)c2ccc(F)cc2)sc(C)c1C
  A = -0.1; B = -21.2; C = -3.4; D = 4.1; E = -5.6; F = 15.8; G = -7.7; H = 5.0

> O=C(O)CCCC(=O)Nc1cccc([N+](=O)[O-])c1
  A = -2.4; B = 20.1; C = -1.1; D = -1.5; E = -7.9; F = 3.2; G = 2.2; H = -3.0

> O=C1c2oc3ccccc3c(=O)c2C(c2cccc(O)c2)N1c1ccccn1 (configuration not stated)
  A = 2.0; B = -43.1; C = -3.4; D = 8.9; E = 5.9; F = -31.3; G = 0.3; H = 18.0

> COCCCNC(=O)CNC(=S)N(Cc1cc(OC)c(OC)c(OC)c1)C1CCCC1
  A = 0.2; B = 11.6; C = -1.3; D = -0.6; E = -7.6; F = -3.7; G = 7.2; H = -5.3

> O=[N+]([O-])c1ccc(Cl)c(CN2CCCCCC2)c1
  A = -7.0; B = 2.1; C = 2.8; D = 0.2; E = -7.3; F = 9.1; G = -2.0; H = -13.8

> C=CCc1ccc(OCCOCCN(C)C)c(OC)c1
  A = 7.8; B = -20.8; C = 8.5; D = -9.1; E = -4.5; F = -9.0; G = 4.5; H = 6.2

> O=C(CCc1nnc(Cc2cccc(C(F)(F)F)c2)o1)NC1CC1
  A = -4.3; B = -1.5; C = 1.1; D = -3.6; E = -2.3; F = 5.1; G = 6.3; H = -14.1

> Cc1ccc2[nH]cc(CCNC(=O)c3ccc4c(c3)OCO4)c2c1
  A = -1.0; B = 13.5; C = 0.0; D = -3.6; E = 6.0; F = 21.0; G = 9.6; H = -5.2

> S=c1[nH]ccn1-c1ccccc1Cl
  A = -10.2; B = 3.3; C = 14.0; D = -6.4; E = 2.4; F = -17.3; G = 6.2; H = -4.5

> Cc1cc(N/C=C\c2nnnn2-c2ccccc2)no1
  A = -3.6; B = -7.6; C = -7.2; D = -13.2; E = -9.2; F = 10.3; G = 4.6; H = -6.5

> CC[C@]12c3[nH]c4ccccc4c3CCN1C(=O)C(CC(=O)NCCc1ccccn1)C[C@@H]2C(=O)N1CCN(C(=O)C2CC2)CC1 (some centres not stated)
  A = 6.8; B = -8.9; C = -4.2; D = -7.2; E = -7.0; F = -16.5; G = -9.6; H = -4.1

Four neighbouring compounds out of the list so far, for reference:
Screens by letter – A = Apaf-1 inh; B = 697 NFkB inh; C = SENP7 block; D = SENP8 block; E = HKDC1 inh; F = Jurkat NFkB inh; G = UBC13 polyUb; H = Gli-Sufu antag
> Cc1ccc2[nH]cc(CCNC(=O)c3ccc4c(c3)OCO4)c2c1
  A = -1.0; B = 13.5; C = 0.0; D = -3.6; E = 6.0; F = 21.0; G = 9.6; H = -5.2

> S=c1[nH]ccn1-c1ccccc1Cl
  A = -10.2; B = 3.3; C = 14.0; D = -6.4; E = 2.4; F = -17.3; G = 6.2; H = -4.5

> Cc1cc(N/C=C\c2nnnn2-c2ccccc2)no1
  A = -3.6; B = -7.6; C = -7.2; D = -13.2; E = -9.2; F = 10.3; G = 4.6; H = -6.5

> CC[C@]12c3[nH]c4ccccc4c3CCN1C(=O)C(CC(=O)NCCc1ccccn1)C[C@@H]2C(=O)N1CCN(C(=O)C2CC2)CC1 (some centres not stated)
  A = 6.8; B = -8.9; C = -4.2; D = -7.2; E = -7.0; F = -16.5; G = -9.6; H = -4.1

Next section:
Screens by letter – A = Apaf-1 inh; B = 697 NFkB inh; C = SENP7 block; D = SENP8 block; E = HKDC1 inh; F = Jurkat NFkB inh; G = UBC13 polyUb; H = Gli-Sufu antag
> CCOC(=O)c1noc(C)c1C(=O)Nc1nc(C)cc(C)n1
  A = -18.7; B = 23.4; C = 3.0; D = 5.8; E = -10.6; F = 9.3; G = 1.6; H = -1.5

> COC(=O)c1nn(-c2ccc(Cl)cc2)c(=O)cc1Sc1ccccn1
  A = 4.9; B = -21.9; C = -6.1; D = -4.4; E = -0.2; F = -9.3; G = -15.3; H = -2.7

> Cc1cccc(COCC(Cc2ccccc2)N2CCN(C(=O)c3ccc(Cl)c(Cl)c3)CCC2=O)c1 (configuration not stated)
  A = 23.8; B = -7.7; C = -9.6; D = -10.8; E = 2.5; F = 4.5; G = 10.8; H = -14.9

> O=C(CCc1nc2ccccc2s1)OCC(=O)c1ccc[nH]1
  A = -3.2; B = 10.7; C = 3.0; D = 1.2; E = -4.1; F = 2.0; G = -5.0; H = 9.2

> Fc1ccccc1CNC(=S)NCc1ccc(Cl)cc1
  A = 18.7; B = 10.5; C = 8.6; D = -5.7; E = -0.9; F = 18.4; G = 7.3; H = 6.8

> O=c1c2oc3ccccc3c2ncn1Cc1ccc(Cl)cc1
  A = -7.7; B = 21.2; C = 4.6; D = 8.1; E = -3.6; F = -4.6; G = -2.3; H = -5.2

> COc1cccc(CN2CCC(n3nccc3NC(=O)CCCc3ccccc3)CC2)c1O
  A = -2.7; B = 8.7; C = -3.5; D = 10.7; E = -2.8; F = 21.6; G = 2.3; H = 3.2

> COc1ccc2nc3oc(C(=O)N4CCN(c5cccc(C(F)(F)F)c5)CC4)cc3cc2c1
  A = 6.0; B = -2.6; C = 2.3; D = -0.1; E = 2.0; F = -14.2; G = 6.3; H = -4.1

> CN=C(Nc1ccc(C(=O)OC)s1)c1ccccc1
  A = -8.9; B = 16.4; C = 4.7; D = 0.3; E = 9.6; F = 3.5; G = 1.4; H = 11.7

> O=C(NCCC1=CCCCC1)c1cc2c(s1)CS(=O)(=O)C2
  A = -3.5; B = -19.9; C = -4.3; D = 10.7; E = -0.7; F = -24.8; G = 7.0; H = -21.1

> CCCCCCCc1ccc(C2NC(=S)NC3=C2C(=O)c2ccccc23)cc1 (configuration not stated)
  A = 44.1*; B = 18.9; C = 25.4; D = -6.8; E = -6.0; F = 7.5; G = -35.1; H = 6.4

> COc1ccc(C)cc1S(=O)(=O)N(C)CC(=O)Nc1ccc2c(c1)OCCO2
  A = -15.3; B = -10.7; C = 18.1; D = 0.1; E = -0.8; F = 4.2; G = 0.9; H = 8.0

> CC1OC2(C)OC(=N)C1(C#N)C(C#N)(C#N)C2c1ccccc1 (configuration not stated)
  A = 9.9; B = -1.8; C = -11.5; D = -8.1; E = -2.2; F = -4.8; G = 6.2; H = -3.8

> O=C(c1ccc(-c2ccc(Cl)cc2Cl)o1)N1CCOCC1
  A = 12.8; B = -115.1; C = -6.5; D = -11.8; E = -1.7; F = -71.3; G = 12.7; H = -38.2

> O=C(CCNc1ccc(F)c(Cl)c1)c1ccco1
  A = -8.7; B = -36.9; C = -16.7; D = -13.7; E = 5.8; F = 43.1; G = -2.7; H = 13.2

> CC(=O)Nc1ccc(S(=O)(=O)NC2=NCN(CCOC(=O)c3ccccc3)CN2)cc1
  A = -1.8; B = 7.5; C = -3.5; D = 0.6; E = -7.7; F = -12.5; G = -4.3; H = -1.8

> O=C(CSc1nnnn1-c1ccccc1)NC1CCCc2ccccc21 (configuration not stated)
  A = 8.4; B = 13.9; C = 1.4; D = -3.0; E = 0.5; F = -12.4; G = -1.5; H = -1.4

> O=C(NCCc1c[nH]c2ccccc12)C(=O)NCC1OCCN1S(=O)(=O)c1ccc(F)cc1 (configuration not stated)
  A = -2.8; B = 4.0; C = 0.8; D = 1.3; E = 2.9; F = 14.6; G = 2.2; H = -7.3

> Cc1ccc(CNC(=O)C(Cc2ccccc2)n2cccc2)cc1 (configuration not stated)
  A = -7.6; B = 4.6; C = 6.6; D = -2.1; E = -6.3; F = 3.1; G = -3.9; H = 0.1

> Cc1cccc(NC(=O)c2ccc(N3CCOCC3)c([N+](=O)[O-])c2)n1
  A = -21.7; B = 0.9; C = 7.3; D = -2.0; E = 2.2; F = -28.1; G = -18.0; H = -37.4

> O=C1OC[C@H]2CCCN2C(=O)[C@@H](CC(=O)N(CCO)Cc2ccccc2)C/C=C\C[C@H]1Cc1ccc(F)cc1
  A = 14.8; B = 7.1; C = -3.6; D = 3.4; E = -5.0; F = 4.8; G = 19.6; H = -1.5

> COc1ccc(CCNC(=O)COC(=O)Cc2cccc(F)c2)cc1
  A = -1.8; B = 11.7; C = 1.5; D = 4.8; E = -2.8; F = 9.5; G = -1.9; H = -5.0

> COc1cc(C(=O)NN(CCC#N)C2=NS(=O)(=O)c3ccccc32)cc(OC)c1OC
  A = -2.5; B = -200.4; C = 4.7; D = 32.5; E = -2.9; F = -156.4; G = -1.8; H = -3.3

> CCOC(=O)c1cc(-c2ccc(/C=C3/C(=O)N(c4ccc(C(=O)O)cc4)N=C3C)o2)ccc1Cl
  A = 50.0*; B = 12.7; C = -0.9; D = 0.3; E = 42.5*; F = 21.6; G = -45.9; H = 5.3

> COc1ccc(-c2nn(C)c(=O)c3ccccc23)cc1NC(=O)COc1ccc(C)cc1
  A = 13.9; B = -2.8; C = 11.9; D = 2.1; E = -0.3; F = 36.7; G = 4.6; H = 40.8

> Cc1cc(F)ccc1S(=O)(=O)N1CCCOC1CNC(=O)C(=O)NCCN1CCOCC1 (configuration not stated)
  A = -3.3; B = 4.4; C = -3.5; D = -1.7; E = -4.8; F = 5.0; G = 9.1; H = -3.9
